HTR5A inv ag: inverse agonist of human HTR5A in OPRM1-OPRD1 counter-screen | P47898 | HTR5A cell line, luminescence, inverse agonism | inhibition, % at 9.3 µM | 0.083% of 340,000 active; in the data active = inhibition mostly above about 23%, no sharp cut-off; inactive = mostly below about 18%;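 also: 0% = cells with DMSO and 100% = no-cell wells with DMSO; some compounds called inactive have numbers as strong as hits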
Target sequence (P47898 whole entry, looked up): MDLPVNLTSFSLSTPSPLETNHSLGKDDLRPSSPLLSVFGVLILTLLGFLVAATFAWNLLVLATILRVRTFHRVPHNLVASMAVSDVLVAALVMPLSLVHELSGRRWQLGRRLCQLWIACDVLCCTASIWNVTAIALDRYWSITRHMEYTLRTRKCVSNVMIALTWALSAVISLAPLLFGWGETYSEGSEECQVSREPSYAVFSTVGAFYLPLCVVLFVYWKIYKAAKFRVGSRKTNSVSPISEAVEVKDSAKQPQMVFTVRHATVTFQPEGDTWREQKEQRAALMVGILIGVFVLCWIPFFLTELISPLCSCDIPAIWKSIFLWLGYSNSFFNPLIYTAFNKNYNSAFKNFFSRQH
OPRM1-OPRD1 ag: OPRM1-OPRD1 heterodimerization agonism | P35372+P41143 | cells, luminescence | activation, % at 9.3 µM | 0.3% of 340,000 active | AID 504326; in the data active = activation above about 18%;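 also: 0% = vehicle-treated cells and 100% = reference agonist; values of inactives mirror those of a sister screen read the other way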
PKA-R2B activ: activators of human PKA-R2B complex; PKA-R2B holoenzyme dissociation, Cy5-IP20 fluorescence polarization; R2B truncated from residue 108, S112A mutant; 0% DMSO only, 100% 113 µM cGMP; activation, % at 11.4 µM; 0.079% of 340,000 active;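 active = activation above a cutoff set at the mean over all compounds plus 3 SD, cut at about 18% in these data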;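 also: higher means more holoenzyme dissociation and a rise in polarization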
Target sequence (P31323 whole entry, looked up, other chains not shown, the tested form may be a part): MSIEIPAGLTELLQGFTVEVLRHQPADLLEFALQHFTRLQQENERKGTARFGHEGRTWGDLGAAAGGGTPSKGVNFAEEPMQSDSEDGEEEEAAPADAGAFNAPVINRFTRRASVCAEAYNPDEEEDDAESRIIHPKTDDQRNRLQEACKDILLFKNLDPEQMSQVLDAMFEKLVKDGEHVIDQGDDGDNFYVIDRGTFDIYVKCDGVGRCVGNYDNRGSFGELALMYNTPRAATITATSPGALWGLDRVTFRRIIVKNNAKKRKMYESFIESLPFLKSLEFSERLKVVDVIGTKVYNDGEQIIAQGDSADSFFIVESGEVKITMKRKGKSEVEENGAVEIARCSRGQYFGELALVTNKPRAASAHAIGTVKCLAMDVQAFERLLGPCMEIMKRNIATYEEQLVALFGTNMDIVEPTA
phage Ecoli inh: E. coli growth loss with phage present; inhibition, % at 11.9 µM; growth absorbance; 0.26% of 360,000 active; in the data active = inhibition above about 11%
PfHsp90 yeast 2: reduces growth (ATP signal) of yeast expressing P. falciparum Hsp90. S. cerevisiae expressing PfHsp90, BacTiter-Glo ATP, 48 h; yeast lacking PDR1 and PDR3 efflux regulators. inhibition, % at 9.4 µM. 0.32% of 310,000 active. AID 504621;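 active = every replicate shows inhibition above about 80%, whatever the replicate mean, limit read from the data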;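 also: 0% = DMSO neutral controls and 100% = 20 µM radicicol positive controls; yeast relying on Plasmodium falciparum Hsp90 in place of its own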
AddAB inh: less growth of phage-infected E. coli with AddAB; 0.29% of 330,000 active; E. coli expressing H. pylori AddAB, absorbance growth; AID 435030; inhibition, % at 11.9 µM; in the data active = inhibition above about 12%;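 also: 0% = vehicle wells of infected cells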
MOR-DOR inv ag: mu-delta opioid heterodimer inverse agonism; P35372+P41143; inhibition, % at 9.3 µM; cell-based MOR-DOR heterodimer luminescence; 0.21% of 340,000 active; AID 504357; in the data active = inhibition above about 22%, passing the limit was not always enough;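 also: 0% = cells with DMSO and 100% = wells without cells with DMSO; values of inactives mirror those of a sister screen read the other way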
Ecoli viability: bacterial growth inhibition, counter-screen for AddAB inhibitors. E. coli V3065 growth, OD600 absorbance, 18 h. inhibition, % at 11.9 µM. 0.27% of 330,000 active. AID 449728;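 active = inhibition above the campaign's mean inhibition across all tested compounds plus 3 SD, cut at about 9.9% in these data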;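 also: uninfected addAB+ strain grown without phage in ampicillin broth; 0% = DMSO wells and 100% = ciprofloxacin 0.95 µg/ml wells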
Tat export inh: blocks Tat-dependent protein export in E. coli; E. coli MC4100 TorA-mCherry Tat export, fluorescence; inhibition, % at 10 µM; 0.036% of 340,000 active;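 active = mean replicate inhibition at least 50% and at least half of replicates individually reaching 50%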;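 also: exported cargo escapes ClpAP degradation while cytoplasmic cargo is degraded and loses fluorescence; 0% = median of neutral control wells and 100% = median of NaSCN control wells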
PKA-R1A activ: PKA-R1A complex activation. P00514+P68181. PKA-R1A dissociation, Cy5-IP20 fluorescence polarization; scaled: DMSO 0%, 113 µM cGMP 100%. activation, % at 11.4 µM. 0.083% of 340,000 active. AID 504707;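 active = percent activation above the mean of all tested compounds plus 3 SD, cut at about 19% in these data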;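 also: higher means more PKAc released from R1A so a rise in polarization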
Mot1-301 SUMO: SUMOylation pathway inhibition by Mot1-301 growth rescue. S. cerevisiae Mot1-301 growth rescue, ATP luminescence, 38.5C; percent above DMSO median, 100 means doubled. growth rescue, % at 18.8 µM. 1% of 320,000 active. AID 2716;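 active = every valid replicate shows activation above 250% relative to neutral control wells; inactive = the rest, any valid replicate at or below 250%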;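 also: OY570 slx delta 5 strain wells were the positive control but not used for scaling; some compounds called inactive have numbers as strong as hits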
Numbers without * were called inactive; . = no result given.

Structure,HTR5A inv ag,OPRM1-OPRD1 ag,PKA-R2B activ,phage Ecoli inh,PfHsp90 yeast 2,AddAB inh,MOR-DOR inv ag,Ecoli viability,Tat export inh,PKA-R1A activ,Mot1-301 SUMO
Cc1ccc(CNC(=O)CC(NC(=O)c2ccccc2)c2ccccc2)cc1 (centres undefined),3,23*,5,1.5,-14,-0.4,-94,-2.8,-11,15,-3
CC1CC(C)CN(C(=O)Cn2nnc(-c3ccc(Br)cc3)n2)C1 (centres undefined),-9,1.9,-9,0.0,3,0.7,-16,-1.8,4,-5,-8
O=S(=O)(Nc1cccc(-n2cnnn2)c1)c1ccccc1C(F)(F)F,-3,-1.9,-1,1.7,9,2.4,10,1.6,2,1,9
N[C@@H](Cc1cnc[nH]1)C(=O)Nc1ccc2ccccc2c1,-10,-1.2,-3,3.6,18,.,6,.,3,-2,.
Cc1noc(C)c1C(=O)OCC(=O)/C=C1\N(C)c2ccccc2C1(C)C,6,3.3,6,0.8,.,0.7,-16,-1.2,-2,0,5
COc1ccc(N2CCOCC2)c(NC(=O)c2ccco2)c1,-16,2.8,9,1.8,3,0.0,-23,-3.0,-1,10,284
Cc1cc(C(=O)COC(=O)c2cccc(NS(C)(=O)=O)c2)c(C)n1CC1CCCO1 (centres undefined),12,-1.4,-7,2.1,-9,0.8,6,-0.4,-2,-9,98
Cc1cccc(OCC(=O)O/N=C(\N)Cc2ccc(Cl)cc2)c1,-21,3.6,5,1.8,32,4.2,-15,0.3,-11,-4,-19
CC(C)[C@H](Nc1ccc(C(F)(F)F)cc1[N+](=O)[O-])C(=O)O,-12,-0.1,-1,2.3,4,0.8,1,2.1,-1,2,-8
CC(=O)c1ccc(NC(=O)CCc2c(C)nc3ncnn3c2C)cc1,-5,-2.4,-6,2.5,10,.,12,.,-5,-10,.
CCOc1ccc(NS(=O)(=O)c2ccc3[nH]c(=O)oc3c2)cc1,-17,-0.9,0,3.3,11,1.0,5,-1.8,-10,-3,-1
Cc1ccc(S(N)(=O)=O)cc1,-6,-2.2,3,3.5,.,3.0,12,0.9,-8,-2,112
O=C(Nc1ccnn1C1CCN(C(=O)c2ccc(Cl)c(F)c2)CC1)C1CCOC1 (centres undefined),2,-1.7,-8,0.8,-14,.,9,.,-9,-1,0
Cc1cc(C)cc(NC(=O)CSc2cc(C(=O)c3nccn3C)c3ccccc3n2)c1,-21,-2.0,-12,-0.1,-1,3.2,10,-1.0,-1,-5,39
COc1ccccc1C(=O)OCCCN=C1NS(=O)(=O)c2ccccc21,0,-0.9,-3,3.4,-3,2.2,5,1.3,4,-3,18
COc1cccc(N2CCN(C(=O)CCS(=O)(=O)c3ccc4c(c3)oc(=O)n4C)CC2)c1,17,-2.2,-13,2.1,-5,3.6,11,1.6,-4,-9,92
Cc1ccc(CN(C)C(=O)C2CCN(C(=O)Nc3ccccc3)CC2)o1,12,-0.1,-1,3.7,.,.,1,.,-1,3,.
COCCCn1c(SCC(=O)Nc2ccc(C(C)=O)cc2)nc2ccccc2c1=O,-4,-0.4,4,1.3,-14,4.1,2,-0.8,-1,-4,-5
Cc1ccc(/C=C/C(=O)Nc2ccncc2)o1,7,0.5,-2,4.6,14,4.3,-2,2.4,-9,-12,-21
Clc1cccc(Cl)c1CSc1nnc(/C=C/c2ccccc2)o1,10,-1.0,-10,-0.5,-6,4.3,4,1.5,5,-5,-1
O=C(CNC(=O)c1ccc2ccccc2c1)NCc1ccccc1F,-13,-1.4,-12,2.5,-4,-0.9,7,-0.2,1,4,-15
COc1cc(C(=O)Nc2ccc(NC(=O)C3CCCCC3)nc2)cc(OC)c1OC,4,-0.4,6,3.0,-9,.,3,.,16,-6,.
CCN(CC(=O)NC(C)C)C(=O)[C@@H](NC(=O)c1ccco1)C(C)C,2,0.7,-14,0.1,-18,-0.3,-3,0.2,9,6,-3
O=C(COC(=O)c1ccc(-c2ccc([N+](=O)[O-])cc2)o1)NC(=O)NC12CC3CC(CC(C3)C1)C2,5,7.9,0,2.1,-9,3.2,-38,0.3,-7,-3,-3
O=[N+]([O-])c1ccccc1/C=N/N1CCN(c2ccccn2)CC1,-31,0.1,-2,3.5,.,0.1,-1,-1.7,3,-6,-13
O=c1[nH]c2ccccc2cc1-c1nnn(-c2ccccc2)n1,-38,-1.7,2,3.9,7,0.1,9,0.0,-2,11,139
CN(C)S(=O)(=O)c1ccc(Cl)c(NC(=O)COC(=O)CNC(=O)c2ccco2)c1,0,0.7,-4,1.8,.,0.5,-3,0.7,-1,-6,-1
Cc1cc(C)n(S(=O)(=O)c2ccc(F)cc2)n1,16,-1.9,0,1.6,2,-0.2,9,-0.1,-1,1,-7
CCCCC(=O)Nc1cc(NC(=O)CC)ccc1Cl,-20,0.5,4,2.1,2,3.0,-3,-1.4,-7,7,-16
COc1ccccc1CNC(=O)CCCc1ccccc1,10,-0.2,-4,3.3,-8,2.6,1,1.4,-10,1,-5
CC1=C(C(=O)Nc2ccccc2)C(c2cccs2)NC(=O)N1 (centres undefined),-7,-3.4,1,3.7,6,-1.7,17,-1.4,-19,-11,-7
CCO/C=N/c1c(C#N)c(CC#N)nn1-c1ccccc1,1,1.5,3,3.1,.,-1.6,-8,-0.2,-3,-4,-7
O=c1[nH]c(=O)n(C2CCCCCC2)c(O)c1C=NCc1ccc(F)cc1,-29,3.7,-8,2.4,-11,1.5,-21,-0.7,-3,0,-4
Cc1ccc(NC(=O)CCNC(=O)c2ccc(Cl)cc2)cc1C,-19,3.4,-1,-0.1,0,-2.1,-17,-2.6,-5,7,21
CCOc1ccc(NC(=O)C(Cc2ccccc2)NC(=O)C2CCCCC2)cc1 (centres undefined),-20,-3.3,-13,5.0,.,0.9,17,-1.4,-2,-6,7
O=C1Nc2ccc(Cl)cc2C12OCCCO2,-7,-3.9,2,0.0,-16,.,18,.,5,-7,100
CCOc1cc(N2CCOCC2)c(OCC)cc1NC1=NCCCCC1,-5,1.1,-11,2.1,-3,0.5,-5,-1.7,-13,-1,-11
Cc1c(C(=O)OCc2ccccc2)nnn1-c1nonc1N,18,-2.3,-5,2.8,-7,-1.9,13,-1.3,-4,-16,11
O=C(CSc1ccc(-c2ccncc2)nn1)N1CCN(c2ccccc2)CC1,-4,1.2,-13,1.5,.,4.3,-6,-1.2,5,-13,323
COc1ccc2oc(=N)c(C(=O)Nc3ccc(Cl)cc3)cc2c1,1,-0.7,-3,0.8,4,-1.0,3,0.2,17,12,-21
COc1ccc([N+](=O)[O-])cc1NC(=O)Cc1c(Cl)cccc1Cl,-3,-1.3,-3,2.6,26,1.8,7,1.5,-6,5,-11
CC(C(=O)NC1CCCc2ccccc21)N1C(=O)C2CCCCC2C1=O (centres undefined),-3,1.0,6,0.1,-33,-2.6,-4,-0.3,-1,1,97
O=C(c1ccc(Cn2c(=S)[nH]c3ccccc3c2=O)cc1)N1CCN(c2ccccn2)CC1,-43,3.0,-2,2.1,.,5.6,-15,0.4,5,-4,165
COc1ccc(N=CC2CCCCC2=O)c([N+](=O)[O-])c1 (centres undefined),1,-0.8,-3,2.3,-4,.,4,.,4,5,.
CC(C)OCCCNC(=O)Cn1nc(-c2ccccc2)ccc1=O,-11,-1.8,-4,2.5,-16,-1.5,10,-3.0,-3,-6,-17
CCc1noc(C)c1C(=O)Oc1ccc(N(C)S(=O)(=O)c2ccc(C)cc2)cc1,-4,1.9,-13,.,-9,0.4,-8,-0.5,4,-1,-11
CCCCOC(=O)c1ccc(S(N)(=O)=O)o1,-8,-2.8,3,4.9,27,3.1,14,1.2,0,7,12
CCC(C)C(NC(=O)C1CCC(C)CC1)C(=O)NCc1ccco1 (centres undefined),-9,-3.0,-14,0.9,23,3.6,16,-2.0,-1,0,203
O=C(Oc1ccc(Cl)c2cccnc12)c1ccco1,-4,-0.9,-2,-2.5,-42,-2.2,5,-3.8,1,1,.
CCOc1ccccc1CN1CCNC(=O)C1CC(=O)NC1CCCCCCC1 (centres undefined),-8,-1.4,3,2.3,-26,5.0,7,-0.7,-3,-3,-6
Cc1ccc(SCc2[nH]nc3c2C2(C(=O)Nc4ccc(F)cc42)C(C#N)=C(N)O3)cc1 (centres undefined),-24,-0.7,4,1.7,9,1.9,3,-1.2,1,-6,.
Cc1cc(C(F)(F)F)nn1CC(=O)Nc1cccnc1,10,-3.1,-4,0.4,15,1.9,18,2.2,-5,-12,-1
CC1CN(S(=O)(=O)c2cccc(C(=O)Nc3ccccc3N3CCOCC3)c2)CC(C)O1 (centres undefined),0,2.7,-3,2.9,.,.,-18,.,0,0,.
Cc1nnc(SCC(=O)Nc2nccs2)n1N,-5,1.9,5,0.1,.,0.9,-12,0.0,-5,-4,8
CCN1C(=O)c2ccccc2Sc2ccc(C(=O)NCCCN(CC(C)C)CC(C)C)cc21,0,0.4,3,-0.2,-10,1.1,-2,-0.3,-5,-2,-35
COc1cc(SC)ccc1C(=O)N1CCc2ccccc21,-14,-1.2,-3,2.1,40,0.2,6,0.9,-2,-8,-6
O=C(Cc1coc2cc3c(cc12)CCC3)NC1CCCCCCC1,-14,2.6,-1,1.7,-2,0.4,-14,-1.3,2,-7,356
CCSc1nnc(NC(=O)c2ccccc2)s1,-9,-2.5,-4,3.1,-18,3.0,13,0.3,-9,-8,-28
Cc1ccc(OS(=O)(=O)c2cn(C)c(=O)n(C)c2=O)cc1C,43,-2.6,1,1.7,7,2.2,12,-0.1,4,13,13
Cc1ccc(C)c(NC(=O)COC(=O)c2cc(=O)c3ccccc3o2)c1,-6,-0.7,0,.,.,.,4,.,-6,-6,.

Continuation.
Structure,HTR5A inv ag,OPRM1-OPRD1 ag,PKA-R2B activ,phage Ecoli inh,PfHsp90 yeast 2,AddAB inh,MOR-DOR inv ag,Ecoli viability,Tat export inh,PKA-R1A activ,Mot1-301 SUMO
CC(NC(=O)CN1CCOCC1)c1ccccc1 (centres undefined),7,-0.5,4,-2.9,6,2.9,2,0.1,3,-4,-1
N#Cc1ccc(CN2CCN(CC(=O)NCCc3ccc(Cl)cc3Cl)CC2)cc1,3,2.2,-2,0.9,8,2.9,-13,3.8,8,-3,14
CC(=O)Nc1cccc(NC(=S)Nc2ccc(F)c(Cl)c2)c1,9,-0.5,-9,6.7,-5,-0.9,3,1.7,-2,-6,.
O=C(C[n+]1cc(-c2ccc(Cl)cc2)n2c1CCCCC2)c1ccccc1,-1,-0.1,-11,3.9,19,5.2,0,-0.5,1,-2,52
COc1ccc(S(=O)(=O)N2CCOC23CCN(S(=O)(=O)c2ccc([N+](=O)[O-])cc2)CC3)cc1,-25,2.6,6,3.4,.,2.7,-13,0.0,-1,3,-13
CN(C)c1ccc(N=Cc2cccn2C)cc1,13,3.0,-108,-2.2,10,0.0,-17,-0.3,-7,-115,-13

High-throughput results: PubChem BioAssay, several laboratories
